Screening data as filed in PubChem BioAssay.
mIAP activ: activators of mouse IAP, primary screen, biochemical, luminescence, uHTS | 330,000 tested, 0.24% active | AID 2805, 2010 | muIAP, CDP-Star luminescence, 30 min; active compounds read high; 1 = vehicle-only enzyme signal, 0 = enzyme-free wells | activation factor at 10 µM;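 active means activation factor of at least 2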; further: the source names both 10 and 20 µM as test concentration; values of inactives mirror those of a sister screen read the other way
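also added = chemiluminescent substrate CDP-Star | test system = mouse IAP enzyme | signal = chemiluminescence readout | compound = DMSO-dissolved test compounds | incubation = 30 min at room temperature | benchmarks = DMSO wells, no-enzyme wells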
A3A deaminase: APOBEC3A ssDNA deaminase inhibitors, primary screen, selectivity assay for APOBEC3G inhibitor project, biochemical, FAM/TAMRA oligo cleavage fluorescence. 330,000 tested, 0.41% active. recombinant A3A, FAM/TAMRA ssDNA deamination fluorescence. DNA dC->dU-editing enzyme APOBEC-3A (Homo sapiens), P31941. AID 493011, 2011. inhibition, % at 20 µM;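 active means at least 40% inhibition at 20 µM here, with at most 30% in a related deaminase screen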;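 further: plate controls were A3A with DMSO for no effect and wells lacking A3A enzyme for full effect; some results filed as inactive read as strong as hits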
Target sequence (P31941 whole entry, looked up): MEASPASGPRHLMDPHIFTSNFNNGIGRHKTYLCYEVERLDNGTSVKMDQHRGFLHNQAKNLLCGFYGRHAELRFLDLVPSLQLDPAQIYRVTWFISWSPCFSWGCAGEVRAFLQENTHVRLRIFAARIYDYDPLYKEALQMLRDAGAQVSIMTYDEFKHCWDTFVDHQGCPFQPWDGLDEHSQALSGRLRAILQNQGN
HKDC1 inhibitor: HKDC1 hexokinase inhibitors, primary screen, biochemical, fluorescence, uHTS | Q2TB90 | recombinant HKDC1, G6PDH/diaphorase resazurin coupled fluorescence | inhibition, % at 20 µM | 340,000 tested, 0.16% active;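 active means inhibition above about 35% when tested at 20 µM, limit read from the data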;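 further: plate controls were DMSO wells with enzyme for no effect and DMSO wells lacking enzyme for full effect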
Target sequence (Q2TB90 whole entry, looked up): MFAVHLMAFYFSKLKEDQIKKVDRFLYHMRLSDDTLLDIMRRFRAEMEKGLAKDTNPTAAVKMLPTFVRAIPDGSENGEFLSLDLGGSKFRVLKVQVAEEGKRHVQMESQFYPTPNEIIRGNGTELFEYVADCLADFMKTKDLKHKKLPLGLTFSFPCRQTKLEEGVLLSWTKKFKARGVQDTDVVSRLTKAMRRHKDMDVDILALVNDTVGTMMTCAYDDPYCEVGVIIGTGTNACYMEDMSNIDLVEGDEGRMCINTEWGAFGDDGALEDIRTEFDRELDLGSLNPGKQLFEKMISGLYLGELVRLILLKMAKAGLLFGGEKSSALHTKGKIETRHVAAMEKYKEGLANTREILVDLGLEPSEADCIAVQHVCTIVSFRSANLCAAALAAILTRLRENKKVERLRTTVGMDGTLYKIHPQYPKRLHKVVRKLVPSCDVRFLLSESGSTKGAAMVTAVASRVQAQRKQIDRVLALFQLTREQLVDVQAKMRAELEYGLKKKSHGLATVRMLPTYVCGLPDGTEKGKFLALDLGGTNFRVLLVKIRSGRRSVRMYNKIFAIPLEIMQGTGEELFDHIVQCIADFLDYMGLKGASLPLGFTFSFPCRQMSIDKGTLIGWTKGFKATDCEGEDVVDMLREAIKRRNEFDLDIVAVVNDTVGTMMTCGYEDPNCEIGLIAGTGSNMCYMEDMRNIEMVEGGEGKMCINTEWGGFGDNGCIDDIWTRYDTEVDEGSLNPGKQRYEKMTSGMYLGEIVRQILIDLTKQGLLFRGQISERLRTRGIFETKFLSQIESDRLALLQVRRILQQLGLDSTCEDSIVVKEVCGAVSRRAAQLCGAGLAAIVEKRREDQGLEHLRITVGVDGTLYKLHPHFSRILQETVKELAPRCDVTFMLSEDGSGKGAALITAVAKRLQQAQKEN
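Material: recombinant HKDC1 hexokinase; Amount: HKDC1 at 5 µg/mL; Medium: Tris pH 8.0 buffer with MgCl2, Tween-20, BSA, BME; Schedule: 90 min reaction incubation at room temperature, dark; Technique: coupled resazurin fluorescence, excitation 525 nm, emission 613 nm.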
hIAP act: human IAP activators, primary screen, biochemical, luminescence, uHTS; 330,000 tested, 0.16% active; purified human IAP, CDP-Star luminescence, 30 min; active compounds read high; 1 = vehicle-only enzyme, 0 = enzyme-free background; AID 2524, 2010; activation factor at 10 µM;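 active means activation factor of the enzyme at least 2-fold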; further: the source names both 10 and 20 µM as test concentration; values of inactives mirror those of a sister screen read the other way
hIAP block: human IAP inhibitors, primary screen, biochemical, luminescence, uHTS; Intestinal-type alkaline phosphatase (Homo sapiens), P09923; 330,000 tested, 0.12% active; AID 2544, 2010; purified IAP, CDP-Star luminescence, 30 min; inhibition, % at 10 µM;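 active means inhibition reaching a set limit with compound at 10 µM in the primary screen, cut at about 35% in these data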;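 further: plate controls were DMSO wells with enzyme for no effect and no-enzyme buffer wells for full effect; values of inactives mirror those of a sister screen read the other way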
PfGluPho inh: PfG6PD enzyme inhibitors, primary screen, biochemical, fluorescence intensity, uHTS; glucose-6-phosphate dehydrogenase-6-phosphogluconolactonase (Plasmodium falciparum 3D7); PfGluPho enzyme, NADPH resazurin-diaphorase fluorescence; inhibition, % at 20 µM; 350,000 tested, 0.78% active;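 active means inhibition reaching at least a set limit at 20 µM in the primary screen, cut at about 59% in these data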;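 further: 0% = DMSO wells with substrate and 100% = DMSO wells lacking glucose-6-phosphate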
mIAP block: inhibitors of mouse IAP, primary screen, biochemical, luminescence, uHTS; purified mouse IAP, CDP-Star luminescence, 30 min; inhibition, % at 10 µM; 330,000 tested, 0.2% active; AID 2806, 2010;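 active means inhibition of at least 40% at 10 µM in the primary screen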;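 further: plate controls were DMSO with enzyme for no effect and no enzyme wells for full effect; values of inactives mirror those of a sister screen read the other way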
ATG4B inhibitor: ATG4B protease inhibitors, primary screen, biochemical, fluorescence, uHTS | Cysteine protease ATG4B (Homo sapiens), Q9Y4P1 | ATG4B cleavage of LC3-PLA2, NBD-HPC fluorescence, 1 h | inhibition, % at 8.33 µM | 340,000 tested, 0.51% active | AID 504462, 2011; in the data active means inhibition above about 40%
* = called active by the depositor; · = not tested or not shown. Compounds as they come; 2.4% or so of the library scored in one or more.

Sample of the layout:
mIAP activ | A3A deaminase | HKDC1 inhibitor | hIAP act | hIAP block | PfGluPho inh | mIAP block | ATG4B inhibitor | smiles
0.983 | 1.4 | -6.7 | 0.969 | 3.1 | 7.2 | 1.7 | -0.6 | CC(C)CCN1CCN(Cc2nc3c(s2)CCCC3)CC1CCO (stereo not given)
1.09 | 1.9 | 0.4 | 1.19 | -18.9 | 12.6 | -8.8 | -1.7 | CCCCN(CC)CCNC(=O)c1cc2c(-c3ccc(Cl)cc3)nn(C)c2s1
1.09 | 2.4 | -0.3 | 0.939 | 6.1 | 13.2 | -8.8 | -11.6 | Cc1ccc(S(=O)(=O)N2CCC(=O)N(CCOC(=O)Nc3ccc(C)c(C)c3)CC2)cc1
0.842 | -0.4 | -10.6 | 0.979 | 2.1 | 22.6 | 15.8 | -12.4 | O=C(NC1C(=O)NNC1c1ccc(Cl)cc1)c1ccc(F)cc1 (stereo not given)
0.945 | -2.3 | -2.2 | 1.02 | -2.3 | -15.6 | 5.5 | 0.8 | O=C(O)c1ccc(NC(=O)c2ccco2)c(NC(=O)c2ccco2)c1

The listing, repeating the preview:
mIAP activ | A3A deaminase | HKDC1 inhibitor | hIAP act | hIAP block | PfGluPho inh | mIAP block | ATG4B inhibitor | smiles
0.983 | 1.4 | -6.7 | 0.969 | 3.1 | 7.2 | 1.7 | -0.6 | CC(C)CCN1CCN(Cc2nc3c(s2)CCCC3)CC1CCO (stereo not given)
1.09 | 1.9 | 0.4 | 1.19 | -18.9 | 12.6 | -8.8 | -1.7 | CCCCN(CC)CCNC(=O)c1cc2c(-c3ccc(Cl)cc3)nn(C)c2s1
1.09 | 2.4 | -0.3 | 0.939 | 6.1 | 13.2 | -8.8 | -11.6 | Cc1ccc(S(=O)(=O)N2CCC(=O)N(CCOC(=O)Nc3ccc(C)c(C)c3)CC2)cc1
0.842 | -0.4 | -10.6 | 0.979 | 2.1 | 22.6 | 15.8 | -12.4 | O=C(NC1C(=O)NNC1c1ccc(Cl)cc1)c1ccc(F)cc1 (stereo not given)
0.945 | -2.3 | -2.2 | 1.02 | -2.3 | -15.6 | 5.5 | 0.8 | O=C(O)c1ccc(NC(=O)c2ccco2)c(NC(=O)c2ccco2)c1
0.978 | -0.7 | -4.0 | 0.992 | 0.8 | -4.3 | 2.2 | -6.3 | O=C(Nc1ccccc1F)C1CCN(S(=O)(=O)c2cccc3nonc23)CC1
1.11 | -2.7 | -3.4 | 1.2 | -20.1 | -2.3 | -10.8 | 6.6 | COc1ccc(-n2nc(C(=O)NCc3ccco3)c3c4ccccc4n(C)c3c2=O)cc1Cl
1.06 | 0.2 | 0.6 | 0.984 | 1.6 | -1.0 | -5.6 | -12.4 | CCOc1ccc(S(=O)(=O)N(CC)CC(=O)NCc2ccco2)cc1C
0.863 | 2.0 | -3.5 | 0.81 | 19.0 | -6.7 | 13.7 | -7.4 | CC(=O)Nc1ccc(NC(=S)NC(=O)c2oc3ccccc3c2C)cc1
0.924 | -1.9 | -5.1 | 0.958 | 4.2 | -3.1 | 7.6 | -0.3 | COc1cccc(CNC(=S)Nc2cc(C)cc(C)c2)c1
0.853 | -0.2 | -2.6 | 0.958 | 4.2 | 2.3 | 14.7 | -5.0 | CCOC(=O)C/C(C)=N\Nc1nc(-c2ccccc2)cs1
1.01 | -0.3 | -3.0 | 0.897 | 10.3 | 0.2 | -1.1 | -8.2 | O=C(NCCc1ccccc1)c1cccs1
1.07 | -5.7 | -4.5 | 1.06 | -6.5 | 3.2 | -6.7 | -1.5 | Cc1ccc(NC(=O)CCc2c(C)nc3ncnn3c2C)cc1
0.857 | -6.0 | 1.7 | 1.03 | -3.5 | 12.5 | 14.3 | 1.6 | CCc1ccccc1NC(=O)c1cnn(-c2ccccc2)c1C
1 | -3.9 | -6.2 | 1.02 | -2.3 | -1.2 | -0.4 | 9.9 | COc1ccc(-c2nc(C3CCCCC3)no2)cc1OC
1.02 | -2.3 | 2.0 | 0.943 | 5.7 | -4.5 | -2.2 | -7.4 | CC1Cc2ccccc2N1C(=O)C12CCC(C)(C(=O)C1)C2(C)C (stereo not given)
0.918 | 3.8 | 1.9 | 0.926 | 7.4 | 46.4 | 8.2 | -3.4 | COc1cc(Cl)c(C)cc1NC(=O)c1cccc(OC)c1OC
0.987 | -1.5 | -3.5 | 0.999 | 0.1 | 8.9 | 1.3 | -8.1 | COc1ccc(OCC(=O)N2CCN(c3cccc(Cl)c3)CC2)cc1
0.96 | -4.2 | 0.6 | 1.11 | -11.2 | -10.7 | 4.0 | 6.0 | COc1ccc(OC)c(NC(=O)C(C)N2c3cccc4cccc(c34)S2(=O)=O)c1 (stereo not given)
0.994 | -3.6 | 4.9 | 1.07 | -7.4 | 0.1 | 0.6 | -3.7 | CCOC(=O)C(=Cc1cn(C)c2ccc(S(=O)(=O)N(C)C)cc12)C(=O)OCC
1.95 | -1.7 | -4.9 | 1.34 | -34.4 | 5.9 | -95.4 | 7.4 | COc1ccccc1C1CN(c2ccc(F)cc2F)N=C1c1cccs1 (stereo not given)
1.03 | 24.6 | -4.1 | 1.02 | -1.8 | -5.5 | -2.7 | -17.1 | CCCCn1c(N)c(N(CC)C(=O)CCNC(=O)NC23CC4CC(CC(C4)C2)C3)c(=O)[nH]c1=O
0.908 | -0.6 | -1.9 | 0.915 | 8.5 | -8.9 | 9.2 | -7.5 | COc1ccc(-c2cc(CN3C(=O)c4ccccc4C3=O)on2)cc1
0.986 | 5.7 | -2.2 | 1.05 | -5.0 | -3.2 | 1.4 | -7.7 | CCOC(=O)CC(NC(=O)c1cccs1)c1ccc(OCC)cc1 (stereo not given)
0.93 | -2.8 | 2.7 | 0.975 | 2.5 | 3.6 | 7.0 | 8.2 | CCCc1cc2c(cc1NS(=O)(=O)c1ccc(CCNC(C)=O)cc1)OCO2
0.89 | -1.0 | -3.9 | 0.977 | 2.3 | -18.0 | 11.0 | -6.3 | FC(F)(F)c1cc(-c2ccccc2)nc2nc(N3CCOCC3)sc12
0.836 | -0.5 | 15.6 | 0.813 | 18.7 | 20.3 | 16.4 | 5.5 | O=C1c2ccc(Cl)cc2S(=O)(=O)c2cccc(C(=O)N3CCN(c4ccc(Cl)cn4)CC3)c21
0.926 | -0.5 | -0.5 | 0.872 | 12.8 | 14.0 | 7.4 | -9.1 | CCOc1ncccc1C(=O)Nc1cc(S(=O)(=O)N2CCCCCC2)ccc1OC
1 | 2.6 | -2.2 | 0.971 | 2.9 | 14.2 | -0.2 | -1.7 | CCc1ccc(NC(=O)c2onc(C)c2Cl)cc1
0.994 | -4.9 | 0.8 | 0.975 | 2.5 | -16.4 | 0.6 | 1.1 | CCc1nnc(NC(=O)CS(=O)(=O)Cc2ccccc2)s1

Continued:
mIAP activ | A3A deaminase | HKDC1 inhibitor | hIAP act | hIAP block | PfGluPho inh | mIAP block | ATG4B inhibitor | smiles
0.972 | -0.8 | -4.5 | 0.914 | 8.6 | -4.0 | 2.8 | -34.9 | CCOC(=O)c1c(NC(=O)COC(=O)Cc2n[nH]c(=O)c3ccccc23)sc(C(=O)NC)c1C
1.11 | 2.4 | 0.6 | 1.11 | -11.0 | 0.9 | -11.2 | -23.4 | CCC(=O)N1CCc2cc(S(=O)(=O)NC(C(=O)NC(C)c3ccccc3)C(C)C)ccc21 (stereo not given)
1.05 | 1.5 | 0.8 | 0.998 | 0.2 | -6.0 | -4.6 | -4.1 | COc1cc(C(=O)OCC(=O)Nc2ccc(S(=O)(=O)NC3=NCCCCC3)cc2)cc(OC)c1OC
0.992 | -0.8 | -3.8 | 1.1 | -9.6 | 6.6 | 0.8 | -15.2 | Cc1ccccc1N(CC(=O)NCc1ccco1)C(=O)CCC(=O)Nc1nccs1
1.02 | -2.0 | -7.0 | 1.32 | -31.9 | -10.7 | -1.6 | 2.0 | CN1CCN(NC(=O)COc2cccc(C(F)(F)F)c2)CC1
0.901 | -3.9 | -15.3 | 1.15 | -15.2 | -1.5 | 9.9 | 1.3 | CCNc1nc(NCC)n2c(SCC(=O)NCC3CCCCC3)nnc2n1
0.926 | 2.0 | 21.1 | 1 | -0.1 | 12.4 | 7.4 | 16.0 | O=C(O)/C(=C\c1cn(-c2ccccc2)nc1-c1ccc(Cl)cc1)NC(=O)c1ccccc1
0.848 | -1.0 | -5.0 | 0.869 | 13.1 | -7.4 | 15.2 | 7.8 | Cc1ccc(C)c(OCCCCn2cnc3ccccc3c2=O)c1
0.846 | -0.3 | -1.3 | 1.01 | -1.2 | 19.2 | 15.4 | 39.2 | Cc1ccccc1N=C(NOCc1ccc(Cl)cc1Cl)c1nonc1N
0.982 | -1.4 | -1.6 | 0.863 | 13.7 | -1.1 | 1.8 | -0.9 | Cc1cc(C)c(NC(=O)CSc2nnc(-c3ccccn3)n2N)c(Cl)c1
0.835 | -0.5 | -7.5 | 0.908 | 9.2 | 39.3 | 16.5 | 23.7 | COc1ccc(C(=S)Nc2ccc(C)cc2)cc1
0.976 | 1.9 | 1.2 | 0.974 | 2.6 | -11.5 | 2.4 | 5.3 | COc1ccc(CCN(Cc2nc3ccccc3c(=O)[nH]2)C(=O)c2ccco2)cc1
0.935 | -1.7 | -1.2 | 0.859 | 14.1 | 1.8 | 6.5 | 3.5 | CSc1ccc(/C=C(\NC(=O)c2ccccc2)C(=O)NN)cc1
1.11 | 1.8 | -0.3 | 0.975 | 2.5 | 25.3 | -11.5 | 0.6 | Clc1ccc(-n2ncc3c(NCc4cccs4)ncnc32)cc1
0.968 | 2.1 | 0.7 | 1.02 | -1.8 | 0.9 | 3.2 | 0.7 | Cc1ccc(NC(=O)CC(C)CC2=NS(=O)(=O)c3ccccc3N2)cc1 (stereo not given)
1.02 | -3.0 | -8.4 | 1 | -0.1 | 7.2 | -2.1 | -19.1 | O=C(NCCN1CCOCC1)C(=O)NCC1OCCN1C(=O)c1ccc(Cl)cc1 (stereo not given)
1.02 | 0.8 | -1.9 | 1.2 | -19.5 | 6.2 | -2.3 | -0.6 | O=C(OCC(=O)N1CCCc2ccccc21)C1CCN(S(=O)(=O)c2cccs2)CC1
0.964 | 3.9 | -1.2 | 1.47 | -47.3 | 7.2 | 3.6 | -7.0 | COc1ccc(OCC(=O)NNc2nc3ccccc3s2)cc1
1 | -5.5 | -1.4 | 1.21 | -21.0 | -9.3 | -0.2 | · | CN(Cc1ccc(CNC[C@H]2O[C@@H](n3cnc4c(N)ncnc43)[C@H](O)[C@@H]2O)o1)S(C)(=O)=O
1.01 | 3.6 | 2.1 | 0.987 | 1.3 | 2.5 | -0.9 | -2.7 | O=C(Nc1ccccc1N1CCOCC1)c1ccc(OCc2cscn2)cc1
0.954 | -2.3 | -0.8 | 0.79 | 21.0 | -3.2 | 4.6 | 1.2 | Cc1ccc(C2CC(c3ccccc3)n3ncnc3N2)cc1 (stereo not given)
1.01 | 11.6 | 8.9 | 1.1 | -10.2 | -11.5 | -0.7 | 6.2 | O=C(Nc1nc2ccsc2c(=O)s1)c1ccc(F)cc1
0.919 | -3.1 | -6.7 | 1.05 | -5.3 | 3.5 | 8.1 | -5.9 | CC(=O)Nc1nnc(C2=COCCO2)o1
